Eya2 inh: inhibitors of human Eya2 phosphatase activity; O00167; recombinant Eya2, OMFP fluorescence dephosphorylation (OMFP is methylfluorescein phosphate); 330,000 compounds, 0.006% hits; Potency, µM (series often up to 76.9 µM), without a hit: at the top dose activity, negative = inhibition, actives largely listed as inhibitors; also: potency is read from the fitted curve at half-maximal effect; % is scaled to controls: 0 for no effect and ±100 for the full control effect
Target sequence (O00167 whole entry, looked up): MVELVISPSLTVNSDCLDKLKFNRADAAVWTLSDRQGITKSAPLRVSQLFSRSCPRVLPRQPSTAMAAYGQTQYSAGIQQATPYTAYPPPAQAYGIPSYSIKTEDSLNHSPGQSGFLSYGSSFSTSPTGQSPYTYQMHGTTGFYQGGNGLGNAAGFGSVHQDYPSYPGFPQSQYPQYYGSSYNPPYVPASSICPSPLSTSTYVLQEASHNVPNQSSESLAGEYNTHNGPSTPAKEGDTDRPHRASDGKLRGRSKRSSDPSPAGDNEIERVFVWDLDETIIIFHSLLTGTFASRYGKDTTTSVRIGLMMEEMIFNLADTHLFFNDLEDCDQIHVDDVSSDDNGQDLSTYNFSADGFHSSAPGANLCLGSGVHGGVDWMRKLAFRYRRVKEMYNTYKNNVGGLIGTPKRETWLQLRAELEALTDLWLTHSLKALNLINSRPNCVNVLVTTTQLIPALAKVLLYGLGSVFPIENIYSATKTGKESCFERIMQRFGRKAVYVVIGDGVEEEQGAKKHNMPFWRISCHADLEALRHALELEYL
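Eya2 protein (added as 0.2 uM solution) was preincubated with compound for 10 min at ambient temperature in 50 mM HEPES pH 7.5, 50 mM NaCl, 5 uM MgCl2, 0.05% BSA, 1 mM DTT. OMFP (added at 50 uM) then reacted 10 min; fluorescence read at 485/525 nm.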
PTAP TSG101 blk: blocks PTAP/TSG101 interaction to inhibit HIV-1 budding | Q99816 | Fluorescence polarization, FITC-PTAP peptide / Tsg101 binding | Potency, µM (highest dose often 115 µM), for the others: top-dose activity change, negative = inhibition, usual class: inhibitors | 340,000 tested, under 10 active; active = well fitted inhibition curve with a large enough effect in the main read-out, with a control signal flat, not every such curve was filed as active; inconclusive = small, poorly fitted or top-dose-only effect, or effect the other way, or a change in a side signal; inactive = no such curve, though single readings can be large or run the other way; also: potency is read from the fitted curve at half-maximal effect; % of control where 0% means no effect
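Tsg101 binding domain (10 uM final) was mixed with compound and a FITC-labeled PTAP peptide (50 nM final) in HEPES pH 7.5 buffer with NaCl, Tween 20, EDTA and TCEP; fluorescence polarization was read after 20 min at r.t.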
USP2a block: blocks human ubiquitin-specific protease USP2a | USP2 core, Ub-CHOP2 coupled fluorogenic reporter, 485/531 | Potency, µM (highest dose often 38.3 µM), for the others: at the highest dose activity change, negative = inhibition, usual class: inhibitors | 330,000 compounds, 0.01% hits;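 also: potency is read from the fitted curve at half-maximal effect; plate controls were DMSO wells for no effect and full inhibition by NEM control for full effect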
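USP2 core (10nM final) preincubated 30min RT with compound in 20mM Tris-HCl pH 8.0, 2mM CaCl2, 2mM beta-mercaptoethanol, 0.05% CHAPS; 25nM Ub-CHOP2 plus 25nM reporter substrate added, fluorescence (Ex485/Em531) read after 60min.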
Mito fusion yeast: mitochondrial division inhibition or fusion activation; S. cerevisiae fusion-defective mutant growth rescue, CellTiterGlo 48 h; Potency, µM (titrated, usually from 46.1 µM), without a hit: at the top dose growth rescue (activation), usual class: activators; 320,000 compounds, 0.23% hits; AID 485298;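 also: potency is read from the fitted curve at half-maximal effect; % of control where 0% means no effect; nearly all actives have a fitted effect of over 45% in size; temperature-sensitive fusion mutants such as fzo1-1 at 37 °C on non-fermentable ethanol glycerol medium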
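S. cerevisiae fusion-defective temperature-sensitive mutants (e.g. fzo1-1, mgm1-5) grown 48 h at 37C in YPEG (ethanol/glycerol non-fermentable) medium with 23 nl compound per well; growth rescue read as CellTiterGlo luminescence.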
TCR act: T cell receptor activation | primary human leukocytes, anti-CD3, IL-2 HTRF, 48 h | Potency, µM (highest dose often 9.22 µM), for inactives: at the top dose activation of IL-2 secretion, usual class: activators | 330,000 tested, under 10 active; also: % of control where 0% means no effect
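Activity was scored as IL-2 release from primary human leukocytes given only a TCR signal (a-CD3 beads) plus compound for 48 hr. Detection used a two-antibody HTRF format read at 665nm.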
ELG1 repair inh: blocks ELG1-dependent DNA repair in HEK293T cells | HEK293T ELG1-luciferase reporter, luminescence, 16 h; DNA damage induced by 5-fluorouridine | Potency, µM (top dose mostly 46.1 µM), for the others: at the highest dose activity change, negative = inhibition, most hits filed as inhibitors | 330,000 compounds, 2.3% hits | AID 504467; also: potency is read from the fitted curve at half-maximal effect; % is scaled to controls: 0 for no effect and ±100 for the full control effect; nearly all actives have a fitted effect of over 55% in size
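Quantitative HTS, concentration-response format. 2,000 cells/well co-treated with 5-fluorouridine and compound, 16 hr in 5% CO2 at 37 °C; ONE-Glo luminescence read after 30 min.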
Tb PFK block: T. brucei PFK enzyme inhibition; AID 485367; 330,000 compounds, 0.17% hits; Potency, µM (series often up to 57.5 µM), for inactives: at the top dose activity, negative = inhibition, usual class: inhibitors; T. brucei PFK, ADP-Glo luminescence;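 also: potency is read from the fitted curve at half-maximal effect; 0% = uninhibited 1x PFK enzyme wells and -100% = no-enzyme wells; nearly all actives have a fitted effect of over 60% in size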
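1.25 nM PFK with 0.5 mM F6P and 0.1 mM ATP in 0.1 M TEA pH 8.0, 5 mM MgCl2, incubated 45 min at room temperature; ADP measured by ADP-Glo luminescence; compounds titrated up to 57 uM.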
uPA surface inh: cell surface uPA generation inhibition; cell surface uPA generation assay, qHTS; Potency, µM (highest dose often 38.3 µM), inactives show top-dose activity change, negative = inhibition, most hits filed as inhibitors; 330,000 compounds, 0.31% hits; AID 540303; active = well fitted inhibition curve with a large enough effect; inconclusive = small, poorly fitted or top-dose-only effect; inactive = no such curve, though single readings can be large or run the other way; tested in mouse RAW 264.7 cells; also: potency is read from the fitted curve at half-maximal effect; % is scaled to controls: 0 for no effect and ±100 for the full control effect; nearly all actives have a fitted effect of over 55% in size
BCR signal inh: chronic active BCR signaling inhibition. ABC-DLBCL IkBa-CBG/CBR reporter, luminescence ratio, 4 h. Potency, µM (top dose mostly 46.1 µM), without a hit: top-dose ratio change, negative = lower green/red ratio, most hits filed as inhibitors. 340,000 compounds, 0.05% hits. AID 493014; active = well fitted inhibition curve with a large enough effect in the signal ratio, with a control signal flat, not every such curve was filed as active; inconclusive = small, poorly fitted or top-dose-only effect, or effect the other way, or a change in a side signal; the % refers to the signal ratio;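 also: potency is read from the fitted curve at half-maximal effect; plate controls were basal doxycycline-induced cells for no effect and cells given 10 µM MG132 for full effect; MG132 reads +100%, hits lower the ratio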
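TMD8 human ABC-DLBCL cells with doxycycline-inducible IκBα–green luciferase fusion and unfused red luciferase, in 0.5% FBS medium; compounds up to 46 uM, 4 h at 37C. Green/red luminescence ratio, filter-overlap corrected, fitted to concentration-response curves.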
B2AR arrestin: agonists driving beta-arrestin recruitment to human beta2-adrenergic receptor. beta-arrestin recruitment to beta2AR, cell-based reporter. AID 492947. P07550. 330,000 compounds, 0.02% hits. Potency, µM (highest dose often 46.1 µM), without a hit: at the highest dose activation, hits mostly activators;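 also: potency is read from the fitted curve at half-maximal effect; 0% = DMSO controls and full agonism = EC100 isoproterenol or metaproterenol; nearly all actives have a fitted effect of over 65% in size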
Target sequence (P07550 whole entry, looked up): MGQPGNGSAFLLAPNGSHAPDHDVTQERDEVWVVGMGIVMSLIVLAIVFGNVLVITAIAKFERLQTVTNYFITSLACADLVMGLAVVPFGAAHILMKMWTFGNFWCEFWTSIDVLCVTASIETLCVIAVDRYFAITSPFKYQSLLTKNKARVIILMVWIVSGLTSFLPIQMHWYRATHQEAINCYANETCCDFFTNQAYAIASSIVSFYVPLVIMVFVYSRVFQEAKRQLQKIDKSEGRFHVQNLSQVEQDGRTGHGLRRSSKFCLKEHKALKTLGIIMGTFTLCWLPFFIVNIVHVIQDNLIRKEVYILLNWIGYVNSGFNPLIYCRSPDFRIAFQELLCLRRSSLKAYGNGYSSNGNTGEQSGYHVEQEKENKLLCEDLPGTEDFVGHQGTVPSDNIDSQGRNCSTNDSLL
TSHR antag: blocks TSH signaling through the human TSH receptor; AID 504810; activity change, negative = inhibition, % at 11.5 µM; TSHR-expressing cells, TSH-stimulated cAMP HTRF, 2 h; stronger effect = lower value; 330,000 compounds, 0.2% hits; P16473;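 active = activity change below a set negative limit, meaning inhibition stronger than a set level, cut at about -70% in these data; inconclusive = activity change between two set negative limits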; also: % is scaled to controls: 0 for no effect and ±100 for the full control effect
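Read-out is FRET at 665 nm (cryptate excitation 337 nm) from a cryptate-tagged anti-cAMP antibody, competed by cell cAMP against cAMP-d2. Compounds are tested on freshly harvested TSHR cells challenged with 4nM TSH (EC80) for 2 hours at 37 deg C.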
* hit, by the source's call; u = inconclusive; x = not tested or not shown; [ ] = remark or other dose. Unless noted, calls follow the shape of the dose curve; as a rule, active = well fitted curve in the direction sought with a large enough effect; inconclusive = small, poorly fitted or top-dose-only effect, or another doubt; inactive = no such curve, though single readings can be large; an effect the other way counts as inactive or inconclusive.

SMILES	Eya2 inh	PTAP TSG101 blk	USP2a block	Mito fusion yeast	TCR act	ELG1 repair inh	Tb PFK block	uPA surface inh	BCR signal inh	B2AR arrestin	TSHR antag
O=C(Cn1[nH]c(=O)c2ccccc2c1=O)N1CCN(S(=O)(=O)c2ccc(Cl)cc2)CC1	-9%	-5%	3%	0%	-2%	-7%	3%	-5%	1%	-0.1%	-4
Cn1ccnc1C(=O)c1ccc(S(=O)(=O)N2CCCC2)cc1	9%	0%	0%	1%	0%	20%	0%	1%	1%	-0.4%	1
CN(c1ccc(C(=O)NC2CC2)cc1)S(=O)(=O)c1ccccc1	1%	-2%	3%	-3%	2%	12%	-3%	5%	5%	4.2%	-2
Cc1ccc(CN2CCN(CC(=O)N=Nc3c(O)[nH]c4ccccc34)CC2)cc1	-32%	6%	2%	-2%	6%[46.1 µM]	8.2µM*	-1%	2%	u	0.0%	-10
CSCCC(NC(=O)COc1ccccc1)C(=O)N1CCCCCC1 (configuration not stated)	19%	0%	2%	-1%	x	14%	0%	9%	8%	-0.1%	10
COc1ccc(/C=C2\CCCC3C2=NN(C(=O)CSc2n[nH]c(N)n2)C3c2ccc(OC)cc2)cc1 (configuration not stated)	-1%	-2%	6%	-7%	5%	0%	5%	-28%	2%	0.0%	-13
O=C1NN=C(CSc2n[nH]c(=S)s2)CS1	0%	0%	-3%	5%	4%	14%	-1%	1%	-27%	-0.6%	-7
COc1cc(C(=O)NC(CCSC)C(=O)OCC(=O)NC(=O)C2CCCCC2)cc(OC)c1OC (configuration not stated)	-15%	-1%	0%	1%	7%	10%	-4%	-1%	u	0.4%	-10
O=C(CCCN1C(=O)c2ccccc2C1=O)Nc1ccc(S(=O)(=O)N2CCOCC2)cc1	-19%	-6%	0%	-1%	-1%	12%	0%	8%	0%	-0.3%	1
COc1ccc(CCNC(=O)COC(=O)CCC(=O)c2ccc(F)cc2)cc1	-6%	0%	-1%	-14%	-1%	7%	-3%	3%	u	0.2%	8
O=C(CSc1n[nH]c(=O)n1Cc1ccco1)Nc1ccccc1	-7%	-5%	1%	-6%	2%	-6%	-2%	2%	-3%	0.2%	3
COc1ccc(Cl)cc1C(=O)N1CCN(c2ccccn2)CC1	-14%	-4%	4%	-1%	3%	4%	-7%	-12%	0%	-1.9%	11
O=C(CO/N=C/c1ccc(OC(F)F)cc1)NCc1ccc(F)cc1	-2%	0%	-11%	6.3µM*	1%	u	14%	4%	u	-0.2%	-73*
O=C(Nc1nc2nccc(-c3ccccc3)n2n1)c1ccccc1	0%	1%	1%	5%	-1%	u	-2%	-3%	u	0.5%	1
CNC(=S)N1N=C2c3ccccc3CCC2C1c1ccccc1Cl (configuration not stated)	-24%	-4%	-3%	-6%	17%	u	0%	-4%	u	-0.3%	-7
COc1ccc2oc(C(=O)NC3(C)CCS(=O)(=O)C3)c(C)c2c1 (configuration not stated)	-2%	-3%	2%	-10%	3%	16%	-2%	-2%	u	-1.2%	2
Cc1cc(C(=O)CSc2nc3ccccc3[nH]2)c(C)n1CC1CCCO1 (configuration not stated)	2%	-7%	1%	1%	3%	u	0%	-10%	3%	-0.5%	u
CN(Cc1ccccc1)Cc1nc2c(c(=O)n(C)c(=O)n2C)n1CCCc1ccccc1	-1%	-5%	-5%	13%	-8%	-13%	-1%	5%	0%	-0.3%	-18
Cc1ccc(S(=O)(=O)N2c3ccccc3NC(=O)CC2C)cc1 (configuration not stated)	12%	-3%	0%	1%	22%	3%	-3%	-1%	0%	-0.6%	-2
COc1nonc1NC(=O)CSc1nc2ccccc2[nH]1	-9%	1%	-1%	-5%	4%	-17%	-5%	5%	u	-0.1%	-4
CCOC(=O)CC(C)(C)/C(C)=N/Nc1ccc([N+](=O)[O-])cc1[N+](=O)[O-]	9%	-2%	3%	1%	-2%[46.1 µM]	-2%	0%	3%	-2%	0.1%	-7
CCc1ccc(C(=O)NNC(=O)CC2OC(=O)c3ccccc32)cc1 (configuration not stated)	4%	-1%	1%	-2%	-8%	u	0%	1%	4%	0.5%	2
O=C(OCCN1C(=O)c2ccccc2C1=O)C1CCN(S(=O)(=O)c2cccs2)CC1	-3%	-2%	1%	7%	-2%	11%	0%	2%	0%	0.5%	5
O=S(=O)(CCc1nc2ccccc2o1)c1ccc(Cl)c(Cl)c1	14%	-3%	1%	0%	-5%	-8%	2%	5%	-2%	0.1%	1
CS(=O)(=O)N1CCN(c2ccccc2NC(=O)c2cc(Br)ccc2Cl)CC1	4%	-1%	9%	0%	4%	u	2%	-2%	2%	-0.1%	8
O=C(C1=C[C@@H](c2ccccc2)C[C@@H](OCc2ccc(CO)cc2)O1)N1CCOCC1	10%	-3%	1%	-3%	-4%	-9%	4%	-2%	-1%	-0.8%	5
COC(=O)c1ccc(C(=O)NC2CCCc3c2cnn3-c2ccccc2F)nc1 (configuration not stated)	2%	-2%	1%	11%	2%	u	1%	u	-20%	0.5%	9
O=C(c1ccc(F)cc1)N1CCN(c2ccc(N3CCOCC3)nn2)CC1	-2%	-5%	7%	0%	-2%	3%	-5%	-21%	7%	0.1%	-3
CSc1ccccc1C(=O)Nc1nccs1	21%	-5%	-2%	3%	-2%	u	-5%	2%	u	0.0%	11
O=[N+]([O-])c1ccc(S(=O)(=O)NCCc2ccncc2)cc1	-4%	0%	1%	-2%	-4%	-5%	4%	4%	8%	0.5%	0
CCCCC(=O)Nc1cccn2ncnc12	16%	-5%	3%	0%	-2%	u	-1%	1%	-3%	-0.1%	5
COc1ccc(OCCSc2ncn[nH]2)cc1	5%	-1%	4%	1%	2%	u	-3%	x	u	-0.3%	-6
Cc1ccc(S(=O)(=O)N2CCN(C(=O)CSCc3ccc(C(C)C)cc3)CC2)cc1	-13%	0%	1%	10%	-2%	u	-3%	-26%	-8%	0.5%	3
CCC1(CC)NC(=O)N(CC(=O)Nc2ccc(-n3cnnn3)cc2)C1=O	3%	0%	5%	x	x	-2%	-6%	-1%	0%	-1.0%	x
CN(C)S(=O)(=O)c1ccc(N2CCCC2)c(C(=O)NNC(=O)COc2ccccc2F)c1	6%	0%	5%	0%	-4%	14%	2%	3%	u	-0.1%	1

Record cards, from the list above. Values in the order: Eya2 inh	PTAP TSG101 blk	USP2a block	Mito fusion yeast	TCR act	ELG1 repair inh	Tb PFK block	uPA surface inh	BCR signal inh	B2AR arrestin	TSHR antag
`CSCCC(NC(=O)COc1ccccc1)C(=O)N1CCCCCC1` (configuration not stated) is entered as 19%	0%	2%	-1%	x	14%	0%	9%	8%	-0.1%	10
`O=C(OCCN1C(=O)c2ccccc2C1=O)C1CCN(S(=O)(=O)c2cccs2)CC1` is entered as -3%	-2%	1%	7%	-2%	11%	0%	2%	0%	0.5%	5
`CN(c1ccc(C(=O)NC2CC2)cc1)S(=O)(=O)c1ccccc1` is entered as 1%	-2%	3%	-3%	2%	12%	-3%	5%	5%	4.2%	-2
`CNC(=S)N1N=C2c3ccccc3CCC2C1c1ccccc1Cl` (configuration not stated) is entered as -24%	-4%	-3%	-6%	17%	u	0%	-4%	u	-0.3%	-7
`Cc1ccc(CN2CCN(CC(=O)N=Nc3c(O)[nH]c4ccccc34)CC2)cc1` is entered as -32%	6%	2%	-2%	6%[46.1 µM]	8.2µM*	-1%	2%	u	0.0%	-10

Assay outcomes deposited in PubChem by National Center for Advancing Translational Sciences (NCATS).

Hits appear at their usual frequency. About 3% of those tested had a hit in this group.
